OXTR agonist – agonists of human oxytocin receptor; P30559; CHO-OTR cells, Fluo-8 calcium fluorescence; normalized: DMSO 0%, oxytocin 100%; activation, % at 3 µM; actives 0.32% (n = 320,000); AID 2435;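 active means activation above the mean of all tested compounds plus 3 SD, cutoff set per screening run, cut at about 20% in these data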;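 further: peak over basal fluorescence ratio from a 100 s FLIPR kinetic read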
GalR3 antagonist – human GalR3 antagonism; O60755; HEK293 GalR3-CNG cAMP membrane potential fluorescence; galR3 body fused to GalR1 C-terminus; inhibition, % at 3 µM; actives 0.44% (n = 360,000);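 active means inhibition above the screen-wide average plus 3 SD, cut at about 13% in these data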;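 further: forskolin and galanin both at EC90 stimulate the cells; cAMP rise reported by CNG channel membrane potential dye signal; 0% = forskolin plus galanin with DMSO and 100% = forskolin alone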
Target sequence (O60755 1-299 limits assumed): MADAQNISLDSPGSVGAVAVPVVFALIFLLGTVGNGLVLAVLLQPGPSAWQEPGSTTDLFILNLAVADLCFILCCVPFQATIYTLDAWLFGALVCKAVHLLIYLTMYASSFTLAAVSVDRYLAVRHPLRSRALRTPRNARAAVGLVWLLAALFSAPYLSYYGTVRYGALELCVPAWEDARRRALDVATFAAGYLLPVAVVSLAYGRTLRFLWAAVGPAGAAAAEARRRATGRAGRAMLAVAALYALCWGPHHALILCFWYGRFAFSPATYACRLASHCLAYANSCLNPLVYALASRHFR
GPR7 antagonist – blocks human GPR7 receptor signaling; P48145; GPR7-expressing cells, fluorescence antagonist assay; inhibition, % at 4.4 µM; actives 1.1% (n = 290,000); AID 1861; in the data active means inhibition above about 16%, passing the limit was not always enough;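 further: cells stimulated with the agonist NPW; 0% = agonist with vehicle and 100% = vehicle without agonist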
Target sequence (P48145 whole entry, looked up): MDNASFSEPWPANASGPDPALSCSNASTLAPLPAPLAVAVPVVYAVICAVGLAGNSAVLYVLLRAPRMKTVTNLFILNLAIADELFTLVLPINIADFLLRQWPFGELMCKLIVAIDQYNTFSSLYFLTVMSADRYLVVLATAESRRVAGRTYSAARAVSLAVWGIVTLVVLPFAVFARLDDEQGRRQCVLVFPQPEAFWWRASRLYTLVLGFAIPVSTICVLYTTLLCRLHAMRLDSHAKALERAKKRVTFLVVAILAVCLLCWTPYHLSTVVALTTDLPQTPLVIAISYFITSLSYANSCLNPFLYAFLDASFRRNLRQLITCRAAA
MEKK2 mut-MEK5 – signal of MEK5 binding to mutant human MEKK2 PB1 domain | bead flow cytometry, Alexa488-MEK5 binding to MEKK2 mutant | percent response, % at 10 µM | actives 0.35% (n = 290,000) | AID 1530; in the data active means percent response above about 24%, passing the limit was not always enough; further: inactives centre near 1; some results filed as inactive read as strong as hits
M18AAP inhibitor – PfM18AAP enzyme inhibition; inhibition, % at 7.35 µM; actives 1.2% (n = 290,000); recombinant PfM18AAP, H-Glu-NHMec fluorogenic cleavage;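 active means inhibition above the campaign mean inhibition over all tested compounds plus 3 SD, cut at about 28% in these data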;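 further: 0% = plate median of test compound wells and 100% = 2 mM ZnCl2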
NALP1 inh – inhibitors of NALP1 inflammasome in yeast. S. cerevisiae NALP1/ASC/caspase-1 growth, X-gal OD620, 72 h. inhibition, % at 10 µM. actives 0.61% (n = 280,000); in the data active means inhibition mostly above about 24%, no sharp cut-off; inactive means mostly below about 32%; further: some compounds called inactive have numbers as strong as hits
V1R ag counter – activates human V1a receptor in oxytocin agonist counter-screen. activation, % at 3 µM. actives 0.25% (n = 320,000). P37288. AID 2797. CHO-V1R cells, Fluo-8 calcium fluorescence, agonist mode; 0% DMSO, 100% 3 nM vasopressin;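 active means activation above the mean activation of all tested compounds plus 3 SD, per screening run, cut at about 20% in these data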;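 further: signal is peak over basal fluorescence ratio across a 100 second FLIPR read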
Target sequence (P37288 whole entry, looked up): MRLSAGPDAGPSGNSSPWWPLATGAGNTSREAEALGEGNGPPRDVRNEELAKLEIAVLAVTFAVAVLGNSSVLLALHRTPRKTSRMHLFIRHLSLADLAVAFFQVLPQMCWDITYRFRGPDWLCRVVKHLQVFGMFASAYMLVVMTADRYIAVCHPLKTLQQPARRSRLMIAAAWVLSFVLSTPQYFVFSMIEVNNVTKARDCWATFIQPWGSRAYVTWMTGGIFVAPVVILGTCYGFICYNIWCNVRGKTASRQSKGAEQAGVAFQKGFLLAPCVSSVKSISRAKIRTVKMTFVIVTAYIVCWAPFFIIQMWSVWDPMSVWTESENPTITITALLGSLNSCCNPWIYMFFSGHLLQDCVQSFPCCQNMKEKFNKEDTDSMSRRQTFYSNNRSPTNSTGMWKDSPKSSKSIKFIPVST
OXTR potentiator – potentiators of human oxytocin receptor; AID 2445; activation, % at 3 µM; actives 0.061% (n = 320,000); CHO-OTR cells, Fluo-8 calcium fluorescence, potentiator mode; 0% = oxytocin EC15, 100% = EC100;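 active means activation above that plate's cutoff, the mean activation of tested compounds plus 3 SD, cut at about 6.6% in these data, passing the limit was not always enough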;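 further: 100% uses oxytocin at 75 nM as the full agonist control; some results filed as inactive read as strong as hits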
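System: human OTR in CHO cells / Also added: sub-maximal oxytocin, roughly EC15 / Control set: EC15 oxytocin low, 75 nM oxytocin high / Schedule: 6 min compound pre-incubation at room temperature, 100 s kinetic read / Compound: single-point 3.0 µM / Replication: singlicate / Technique: Fluo-8 calcium dye fluorescence / Read-out basis: % activation of max/min ratio relative to oxytocin controls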
MEKK2wt PB1 HTS – raises or lowers MEK5 binding to wildtype human MEKK2 PB1 domain. bead flow cytometry, Alexa488-MEK5 binding to MEKK2 WT; actives lie on both sides. binding response (% of control), % at 10 µM. actives 1.1% (n = 290,000). AID 1531; in the data active means binding response below about 67% or above about 130%
* hit, by the source's call; nt = no result given.

SMILES | OXTR agonist | GalR3 antagonist | GPR7 antagonist | MEKK2 mut-MEK5 | M18AAP inhibitor | NALP1 inh | V1R ag counter | OXTR potentiator | MEKK2wt PB1 HTS
CC(Cc1ccccc1)N/C=C1/CC(=O)NC1=O (stereo unspecified) | -0.1 | -2 | -21 | -8 | 0 | 14 | 0.0 | 3 | 92
CCOC(=O)c1ccccc1NC(=O)COC(=O)c1ccc(C)c(S(=O)(=O)N2CCOCC2)c1 | -0.7 | -10 | -3 | -1 | -2 | 3 | -0.5 | 1 | 98
Cc1ccccc1CNC(=O)CCC(=O)N1Cc2ccccc2Oc2ncccc21 | 3.0 | -5 | -11 | 6 | 1 | 3 | 2.8 | -6 | 104
Cc1cccc(/C(N)=N/OC(=O)c2ccncc2)c1 | nt | 1 | 20 | -6 | 1 | -10 | nt | nt | 90
Cc1occc1-c1n[nH]c(=S)n1C | -0.6 | 13* | -14 | -8 | 7 | -28 | 0.3 | -16 | 87
CN(CC(=O)Nc1cccc(F)c1)C(=O)CCNC(=O)c1ccco1 | -0.4 | 0 | nt | nt | nt | nt | 0.2 | 0 | nt
CC(C)n1c(SCC(=O)Nc2ccccc2)nc2c1c(=O)[nH]c(=O)n2C | -0.3 | -2 | -7 | -31 | -10 | 13 | 0.0 | -7 | 72
CCOC(=O)CSc1nnc(NC(=O)NC(C)C)s1 | 0.0 | -5 | -8 | -8 | 1 | 20 | 0.8 | -7 | 94
O=C(O)CC(CC(=O)N1CCOCC1)c1ccccc1 (stereo unspecified) | 0.7 | -4 | -3 | 0 | -2 | 8 | -0.1 | -7 | 100
CCCS(=O)(=O)c1c(S(=O)(=O)CCC)c2c(C(N)=O)cccn2c1C(=O)c1ccc(F)cc1 | 0.2 | -1 | -17 | 4 | 0 | 6 | -0.4 | -3 | 105
CC1CC(C)CN(CCCNC(=O)C2CCCN(S(=O)(=O)N3CC(C)CC(C)C3)C2)C1 (stereo unspecified) | -1.2 | -9 | -4 | 2 | -1 | 14 | -0.8 | -1 | 104
CCCCCNC(=O)c1ccccc1SC | 0.1 | -1 | -3 | 5 | -13 | 8 | -1.1 | 4 | 101
Cc1ccccc1Cn1c(=N)n(CC(=O)c2ccco2)c2ccccc21 | 6.2 | -5 | -1 | -8 | -1 | 7 | 3.8 | -8 | 96
COC(=O)C(NC(=O)c1ccccc1)(Nc1cc(C)cc(C)n1)C(F)(F)F (stereo unspecified) | -2.8 | -10 | -5 | 6 | -6 | 14 | -0.7 | -2 | 92
O=C1CN(C(=O)c2cnccn2)c2ccccc2N1 | 1.2 | 1 | -18 | -2 | 8 | -3 | 1.2 | -1 | 94
COc1ccc(Cl)cc1NC(=O)COc1ccc(S(=O)(=O)N2CCOCC2)cc1C | 0.9 | -9 | -8 | 0 | -1 | 25 | -0.1 | 0 | 96
COc1cc(/C=C/C(=O)OCC(=O)NCCc2ccccc2)ccc1OC(F)F | -0.5 | -2 | -24 | 2 | 2 | 16 | 1.9 | 1 | 105
O=C(/C=C/c1ccco1)Nc1cccc(C(=O)Nc2ccccc2C(=O)O)c1 | -0.4 | 3 | -13 | -6 | -21 | -7 | -0.2 | 3 | 86
Cc1ccc(S(=O)(=O)c2nc(Nc3ccccc3C#N)sc2Cl)cc1 | 1.4 | -3 | 2 | 23 | 0 | 21 | 3.7 | -10 | 108
COCCN(C(=O)COC(=O)c1cccnc1SC)c1c(N)n(Cc2ccccc2)c(=O)[nH]c1=O | -0.9 | -1 | nt | nt | nt | nt | -0.4 | -4 | nt
CCCNC(=O)NCCc1ccncc1 | 0.8 | 0 | 0 | 1 | 3 | 6 | -0.4 | -2 | 94
Cn1nc(Oc2ncc(C(F)(F)F)cc2Cl)cc1C(F)(F)F | 0.4 | -4 | -23 | 0 | -4 | -1 | 0.4 | -2 | 101
COc1ccc([N+](=O)[O-])cc1N(CC(=O)Nc1ccccc1C(=O)NC(C)C)S(C)(=O)=O | -1.2 | -1 | -2 | -1 | -3 | 3 | 0.4 | -6 | 95
Cc1ccccc1N/N=C1\CCCNC1=O | 0.2 | -2 | -8 | 0 | -19 | 19 | 1.5 | -11 | 105
CC(C)c1ccccc1NC(=O)COC(=O)Cc1c[nH]c2ccccc12 | 0.4 | -4 | -2 | 0 | 6 | 30 | 0.5 | -5 | 101
Next results follow:
SMILES | OXTR agonist | GalR3 antagonist | GPR7 antagonist | MEKK2 mut-MEK5 | M18AAP inhibitor | NALP1 inh | V1R ag counter | OXTR potentiator | MEKK2wt PB1 HTS
Cc1c(NC(=O)C(C)N2CC(C)OC(C)C2)c(=O)n(-c2ccccc2)n1C (stereo unspecified) | 0.6 | -2 | -6 | 3 | -9 | -1 | 0.5 | 4 | 109
O=C(COc1ccc2ccccc2c1)Nc1ccc2c3c(cccc13)CC2 | 0.3 | -1 | -5 | -2 | -2 | 27 | 2.9 | -10 | 100
O=C(/C=C/c1ccc(O)c(O)c1)OCCc1ccccc1 | 7.5 | 1 | nt | 4 | nt | nt | 6.4 | -10 | 108
O=C(NC1CCCCCC1)c1ccc(Br)o1 | -1.4 | -9 | -18 | 1 | -4 | 5 | -1.2 | -6 | 104
Cc1coc2cc3oc(=O)cc(C)c3cc12 | -0.9 | -11 | 10 | -1 | 7 | 32 | 1.0 | 0 | 99
C#CCOCCOCCOCCNc1nc(N2CCN(C(=O)[C@H]([C@@H](C)CC)n3cc([C@@H](N)CC(C)C)nn3)CC2)nc(N2CCN(C(=O)[C@H](CCCCN)n3cc([C@@H](N)CO)nn3)CC2)n1 | 0.5 | nt | -10 | 2 | -2 | 9 | 1.8 | -3 | 107
Cc1ccc(S(=O)(=O)NCCC(=O)Nc2cccc(Cl)c2)cc1 | 3.4 | -13 | -6 | 1 | 3 | 14 | 3.9 | 0 | 101
NC(=O)C1(N2CCCCC2)CCN(CC(=O)Nc2cc(Cl)ccc2Cl)CC1 | 0.7 | -8 | -12 | 1 | -2 | -5 | 0.3 | -7 | 96
CCOC(=O)C1CCN(C(=O)c2ccc(N(C)S(=O)(=O)c3ccc(OC)cc3)cc2)CC1 | 2.0 | -7 | 15 | -20 | 4 | -4 | 5.1 | -7 | 76
O=C(NCc1cccnc1)c1ccc(NC(=O)c2ccc(Br)cc2)cc1 | 6.3 | -9 | -6 | -5 | -2 | 14 | 7.0 | -9 | 99
COC(=O)COc1cc(Br)c(/C=C2/SC(=O)N(CC(=O)N3CCCC3)C2=O)cc1OC | 0.7 | -2 | -2 | -2 | 3 | 9 | 2.3 | -6 | 101
Cn1c(SCC2CCCO2)nnc1-c1cccc([N+](=O)[O-])c1 (stereo unspecified) | -0.7 | -7 | -6 | -10 | 3 | 4 | 0.3 | -6 | 92
CC(NC(=O)CN1CCOCC1)c1ccc(F)cc1 (stereo unspecified) | 0.6 | -8 | -9 | 8 | 2 | 17 | -0.9 | 5 | 109
COc1cc(CNc2ccc3[nH]c(=O)[nH]c3c2)ccc1OCc1ccc(F)cc1 | 2.4 | -10 | 19 | 9 | -23 | 4 | 3.7 | -9 | 102
COC(=O)CSc1nnc(-c2ccccc2OC)n1-c1ccc(C)cc1 | -0.4 | -4 | -7 | 0 | -3 | 11 | -0.2 | -8 | 104
CC(=O)Oc1ccc(N2C(=O)C3C4C=CC(O4)C3C2=O)cc1 (stereo unspecified) | 0.3 | 2 | -9 | 3 | 0 | -8 | 0.6 | -3 | 102
CCOc1ccc(Cn2c(=O)oc3ccc(C)cc32)cc1OC | 11 | -1 | 11 | 1 | -1 | 3 | 4.9 | -18 | 106
Cc1nonc1CC(=O)N1CCc2c([nH]c3ccccc23)C1c1ccccc1F (stereo unspecified) | -0.9 | -7 | 19 | -16 | -5 | 0 | 1.0 | -2 | 84
C/C(=N/NS(=O)(=O)c1ccc(C)cc1)c1cccc(NC(=O)c2cccc(Cl)c2)c1 | -0.9 | 0 | -9 | 7 | 4 | 19 | 2.5 | -12 | 103
O=C(Nc1ccc(CCC(=O)N2CCCC2)cc1)c1ncn[nH]1 | -0.3 | -4 | -2 | 1 | 0 | 4 | 0.2 | -3 | 100
COc1cccc(NC(=O)[C@H](C)NC(=O)N2CCn3c2nc2ccccc23)c1 | 2.2 | 4 | -8 | 2 | 6 | -3 | 4.7 | -6 | 107
CC1=CC(c2ccc(Cl)cc2)n2nc(NC(=O)CCCC(=O)O)nc2N1 (stereo unspecified) | -1.0 | -9 | -12 | 3 | 6 | 18 | 0.4 | -15 | 106
CCN(CC)S(=O)(=O)c1ccc(-n2cnc3cc(C)c(C)cc32)nc1 | 3.9 | -1 | -11 | 1 | -3 | 1 | 6.0 | -13 | 101
COc1ccc(C(=O)CSc2cc(C)[nH]c(=O)n2)cc1 | 0.0 | -8 | -13 | 12 | 14 | -12 | 0.3 | -2 | 100
Cc1c(NC(=O)C(C)Sc2ncnc3ccccc23)c(=O)n(-c2ccccc2)n1C (stereo unspecified) | -0.4 | -1 | -8 | -4 | -1 | 24 | 0.0 | -5 | 108

Some of these compounds in order of their number in OXTR potentiator, rising.
Compound	GalR3 antagonist	GPR7 antagonist	MEKK2 mut-MEK5	M18AAP inhibitor	NALP1 inh	OXTR potentiator	MEKK2wt PB1 HTS
CCOc1ccc(Cn2c(=O)oc3ccc(C)cc32)cc1OC	-1	11	1	-1	3	-18	106
CC1CC(C)CN(CCCNC(=O)C2CCCN(S(=O)(=O)N3CC(C)CC(C)C3)C2)C1 (stereo unspecified)	-9	-4	2	-1	14	-1	104
Cc1c(NC(=O)C(C)N2CC(C)OC(C)C2)c(=O)n(-c2ccccc2)n1C (stereo unspecified)	-2	-6	3	-9	-1	4	109

Further compounds
SMILES | OXTR agonist | GalR3 antagonist | GPR7 antagonist | MEKK2 mut-MEK5 | M18AAP inhibitor | NALP1 inh | V1R ag counter | OXTR potentiator | MEKK2wt PB1 HTS
COCc1c(C(=O)N/N=C/c2ccncc2)nnn1-c1nonc1N | 0.7 | -6 | 3 | 8 | 3 | -1 | 0.1 | -13 | 104
C/C(=N\NC(=O)CCc1ccc(S(=O)(=O)N2CCOCC2)cc1)c1ccc(OC(F)F)cc1 | -1.4 | -6 | -16 | 0 | 5 | -11 | 0.8 | 2 | 101
Cn1ncc([N+](=O)[O-])c1C(=O)n1nnc2ccccc21 | nt | -6 | -15 | 5 | -2 | 3 | nt | nt | 106
O=C(Nc1ccc(C(F)(F)F)cn1)Nc1cccs1 | 0.0 | -9 | -9 | -2 | -1 | -6 | -0.1 | -4 | 100
CCOc1cc(-c2nc(C)c(C(C)=O)n2O)ccc1OCC(=O)Nc1cccc(C)c1 | 0.8 | -2 | -5 | 0 | 2 | 12 | 2.4 | -4 | 114
CC(=O)OCCNc1nc(-c2ccccc2)nc2ccccc12 | -0.4 | -2 | -11 | 0 | -5 | 26 | 0.5 | -6 | 101
Nc1ccn(-c2ccc(Cl)cc2)c(=O)c1 | 0.2 | 0 | 3 | -9 | -6 | 24 | -0.9 | -8 | 88
O=C(c1cccc(C(F)(F)F)c1)c1c[nH]c(C(=O)NCC2CCCO2)c1 (stereo unspecified) | 0.0 | -6 | -6 | 2 | 6 | 12 | 1.3 | -12 | 103
O=C(CCCOc1ccccc1)N1CCN(c2ccccn2)CC1 | -0.5 | -2 | -3 | 0 | -3 | 6 | 0.5 | -10 | 99
COc1ccc(C2=NS(=O)(=O)N(C)C(C(=O)N3CCC(C)CC3)=C2)cc1 | 3.0 | nt | 9 | -1 | 7 | 12 | 6.7 | -8 | 96
CC(=O)N1CCc2cc(N=NC3=C(O)CC(C)(C)CC3=O)ccc21 | 0.6 | -1 | -7 | 1 | 1 | -7 | 0.6 | 0 | 100

Screening data from PubChem.
